KCNK9 inh – human KCNK9 channel inhibition. 310,000 compounds, 1.2% hits. HEK293 KCNK9, FluxOR thallium flux fluorescence; stronger effect = lower value. B-score at 10 µM. AID 488922. Q9NPC2;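 active = ratio B-score over 3 SD below the library mean, with starting fluorescence within 5 SD of its mean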;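 note: negative B-score means less thallium flux so channel inhibition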
Target sequence (Q9NPC2 whole entry, looked up): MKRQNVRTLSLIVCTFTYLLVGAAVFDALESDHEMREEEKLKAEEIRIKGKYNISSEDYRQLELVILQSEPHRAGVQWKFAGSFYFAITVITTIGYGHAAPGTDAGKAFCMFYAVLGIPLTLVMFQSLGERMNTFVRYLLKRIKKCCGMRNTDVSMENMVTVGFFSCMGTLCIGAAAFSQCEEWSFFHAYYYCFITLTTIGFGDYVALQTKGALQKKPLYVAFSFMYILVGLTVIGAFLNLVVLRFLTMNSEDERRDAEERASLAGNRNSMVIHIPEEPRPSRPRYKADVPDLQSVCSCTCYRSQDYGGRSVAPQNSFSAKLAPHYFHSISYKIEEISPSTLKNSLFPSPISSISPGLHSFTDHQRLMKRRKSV
GSK3A inh – human GSK-3 alpha kinase inhibition. P49840. ADP-Glo luminescence, 60 min. inhibition, % at 10 µM. 320,000 compounds, 0.1% hits. AID 2650;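 in the data active = inhibition above about 50%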;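 note: GST-tagged GSK-3 alpha with peptide substrate and 25 µM ATP; 0% = DMSO neutral wells and 100% = GW8510 positive control wells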
GSK3B inh – human GSK3beta kinase inhibition. activity score (negative = inhibition), % at 10 µM. AID 2097. P49841. 300,000 compounds, 0.038% hits. GST-GSK3beta kinase, ADP-Glo luminescence, 60 min; stronger effect = lower value;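 active = more than half of replicate wells score below -50%, meaning over 50% inhibition versus plate controls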;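 note: 0% = median DMSO wells and -100% = median GW8510 positive control wells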
Target sequence (P49841 whole entry, looked up): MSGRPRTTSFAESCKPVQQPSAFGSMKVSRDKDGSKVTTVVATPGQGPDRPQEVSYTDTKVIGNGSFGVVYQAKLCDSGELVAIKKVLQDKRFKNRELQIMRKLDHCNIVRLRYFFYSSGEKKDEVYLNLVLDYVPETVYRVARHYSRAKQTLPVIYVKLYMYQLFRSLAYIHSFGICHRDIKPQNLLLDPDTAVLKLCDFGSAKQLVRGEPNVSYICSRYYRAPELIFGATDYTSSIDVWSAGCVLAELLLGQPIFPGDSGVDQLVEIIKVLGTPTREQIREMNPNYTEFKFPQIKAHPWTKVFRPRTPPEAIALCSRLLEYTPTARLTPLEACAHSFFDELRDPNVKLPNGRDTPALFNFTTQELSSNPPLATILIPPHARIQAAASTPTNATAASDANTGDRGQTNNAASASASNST
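Test system: GST-fused GSK3beta enzyme, cell-free | Quantity: 1.6 ng GST-GSK3beta enzyme per well | Reagent: 25 µM ATP with peptide substrate | Schedule: 60 min enzyme reaction, room temperature | Signal: Luminescent ADP-Glo measurement of ADP formed | Read-out basis: Score relative to plate controls | Control set: DMSO and 20 µM GW8510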
DYRK1A inh – inhibitors of rat Dyrk1A kinase; inhibition, % at 12.5 µM; ADP-Glo luminescence, NFATc1 peptide; AID 504441; 310,000 compounds, 0.43% hits; Q63470; in the data active = inhibition above about 50%;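 note: plate controls were vehicle with enzyme for no effect and no enzyme for full effect; many of its hits are not listed in these tables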
KCNK3 inh – human KCNK3 channel inhibition, primary screen. AID 602410. 340,000 compounds, 0.84% hits. O14649. B-score at 10 µM. CHO-KCNK3 thallium flux, FluxOR fluorescence; stronger effect = lower value;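 active = B-score under library mean minus 4 SD, starting fluorescence ratio at most library mean plus 5 SD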;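 note: more negative B-score means stronger inhibition of thallium flux through KCNK3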
hERG rescue – shields human hERG channel from block by proarrhythmic agents. CHO-hERG, FluxOR thallium flux, dofetilide IC70 present. Q12809. 310,000 compounds, 0.51% hits. AID 1511. activation (rescue from dofetilide block), less the hit threshold, % at 10 µM;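 active = activation above the mean of controls blocked by dofetilide plus 5 SD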;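 note: thallium influx through hERG after potassium depolarization seen as dye fluorescence rise; in these data hits start at about 4.7%; inactives centre near -7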
PolyA inhibitor – yeast polyadenylation inhibition; AID 1875; calls only at 12 µM; S. cerevisiae SKY197-pL101 polyadenylation reporter, beta-gal luminescence; efflux-impaired pdr1/pdr3 knockout yeast; score 100 = 6 SD above DMSO; 300,000 compounds, 0.02% hits;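 active = lowest replicate activity score at least 50, where 100 means six control SD above control mean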;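 note: yeast exposed to compound for 9 h at 30 °C; higher score means more reporter readthrough which indicates perturbed polyadenylation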
RGS4 pot – potentiators or activators of RGS4. HEK293 M3R/inducible RGS4, carbachol calcium flux Fluo4; stronger effect = lower value. B-score at 10 µM. 310,000 compounds, 0.92% hits;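 active = B-score of the integrated calcium signal more than 4 SD below the library mean, with starting fluorescence not abnormally high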;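 note: negative B-score means reduced calcium response which marks RGS4 activation or potentiation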
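Material: Inducible-RGS4 HEK293 cells carrying M3 receptor; also added: carbachol at ECmax as muscarinic agonist stimulus; incubation: compound preincubation 20 min at room temperature before agonist; signal: Fluo4-AM (2 µM) calcium-flux fluorescence, kinetic read; measure: integrated calcium ratio converted to B score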
KCNQ1 pot – potentiators or activators of human KCNQ1 potassium channel | P51787 | CHO-K1 KCNQ1, thallium flux FluxOR fluorescence; stronger effect = higher value | B-score at 10 µM | 310,000 compounds, 0.35% hits | AID 2648;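 active = fluorescence ratio B-score, a plate-corrected score, at least three library SD, with initial intensity B-score within 5 SD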
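Assay system: CHO-K1 cells stably expressing KCNQ1; Medium: assay buffer with matched DMSO; Also added: K+/Tl+ depolarizing stimulus; Dosing: single dose; Timing: dye 90 min, compound 20 min, room temperature; Measured by: kinetic FluxOR thallium fluorescence, 10-s 1-Hz baseline, 110-s post-stimulus read; Read-out: peak-minus-minimum fluorescence over initial fluorescence, negative-control normalized, B-scored.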
RGS4 inh – inhibitors of human RGS4; HEK293 M3R/RGS4 inducible, Fluo-4 calcium flux; stronger effect = higher value; triggered by carbachol at its EC20; B-score at 10 µM; 310,000 compounds, 0.45% hits; AID 463165;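 active = B-score, a plate-corrected calcium signal, over three deviations above library mean, with baseline fluorescence within five deviations of library mean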;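 note: RGS4 expression induced by doxycycline in cells with stable M3 receptor; B-score is computed from the integrated fluorescence ratio over baseline after carbachol; higher B-score means a larger calcium signal and so more RGS4 inhibition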
Target sequence (P49798 whole entry, looked up): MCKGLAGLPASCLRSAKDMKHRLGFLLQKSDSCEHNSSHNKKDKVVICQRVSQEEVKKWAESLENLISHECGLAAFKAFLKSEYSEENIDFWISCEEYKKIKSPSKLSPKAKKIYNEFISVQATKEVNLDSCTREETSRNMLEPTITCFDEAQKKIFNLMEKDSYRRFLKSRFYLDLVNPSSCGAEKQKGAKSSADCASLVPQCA
KCNQ1 block – inhibitors of human KCNQ1 potassium channel; 310,000 compounds, 1.3% hits; CHO-K1 KCNQ1, FluxOR thallium flux fluorescence; stronger effect = higher value; B-score at 10 µM;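 active = compounds whose thallium flux B-score, printed positive for inhibition, exceeds three library SD while starting fluorescence stays within three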;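 note: channel opened by potassium depolarization with thallium stimulus after 20 min compound exposure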
Starred values were filed as active, the others as inactive; i = inactive; x = not tested or not shown; & = joins results of further samples. These rows are one share of the data; count on the stated rates, not on these rows.

SMILES	KCNK9 inh	GSK3A inh	GSK3B inh	DYRK1A inh	KCNK3 inh	hERG rescue	PolyA inhibitor	RGS4 pot	KCNQ1 pot	RGS4 inh	KCNQ1 block
Cn1cccc1Cc1nnc(SCC(=O)NC2CCCC2)n1CCc1ccccc1	i	0.9	1.5	20.4	i	-11.6	i	i	i	i	i
COc1ccc(C(C(=O)NC(C)C)N(C(=O)CCC(=O)Nc2nccs2)c2ccccc2F)cc1 (stereo not drawn)	i	-2.2	1.9	4.2	i	-9.4	i	i	i	i	i
CCOC(=O)C1CCN(S(=O)(=O)c2ccc3c(c2)CC(C)N3C(=O)C2CCC2)CC1 (stereo not drawn)	i	1.2	-1.3	2.3	i	-11.6	i	-8.22*	i	i	i
CN1CCN(C2CCCCC2NS(=O)(=O)c2ccccc2)CC1 (stereo not drawn)	i	18.6	-0.8	0.2	i	-7.7	i	i	i	i	i
O=C(N=C1SC2CS(=O)(=O)CC2N1Cc1ccccc1)C1CCCCC1 (stereo not drawn)	i	2.8	-0.1	3.0	i	-14.2	i	i	i	i	i
COc1ccc(NC(=O)C/C(C)=N/NC(=O)COc2ccc(OC)cc2)cc1	i	20.8	0.0	15.6	i	-3.5	i	i	i	i	i
Cc1nc2nc(CSc3nnc(C)s3)cc(=O)n2[nH]1	i	-4.3	1.1	-0.3&-2.6	i	-1.7	i	i	i	i	i
Cn1ncc(Cl)c1C(=O)Nc1cc(C(F)(F)F)ccc1F	i	-2.2	3.4	-5.9	i	-7.9	i	i	i	i	i
CCCCOc1ccc(C(=O)NC)cc1	i	1.8	-0.2	1.9	i	-2.9	i	i	i	i	i
COc1cc(C(=O)n2cnc3ccccc32)c([N+](=O)[O-])cc1OC	i	0.1	-0.2	-0.5	i	-9.5	i	i	i	i	i
Cc1ccc(NC(=O)C(=O)NN)cc1	i	-2.4	1.4	-3.7	i	-7.5	i	i	i	i	i
CC(C)CC(=O)Nc1cccc(-c2nc3ccccc3[nH]2)c1	i	-0.3	1.1	-2.1	-10.7*	-19.8	i	i	i	i	i
Cc1ccc(-c2cccc(NC(=O)C3C4C=CC(C4)C3C(=O)O)c2)o1 (stereo not drawn)	i	-1.9	2.5	-2.9	i	-3.8	i	i	i	i	i
COCc1[nH]nc2c1C(c1sccc1C)C(C#N)=C(N)O2 (stereo not drawn)	i	1.3	2.3	3.6	i	-8.2	i	i	i	i	i
O=C(NNC(=S)Nc1ccc(Br)cc1)c1cccnc1	i	-2.9	1.9	-0.2	i	-7.0	i	i	i	i	i
Cc1ccc2nc(SCC(=O)c3c[nH]c4ccccc34)[nH]c2c1	i	-2.2	-2.3	1.1	i	-9.6	i	i	i	i	i
Cc1cccc(CCNS(=O)(=O)c2ccc(S(=O)(=O)NC3CCCC3)cc2)c1	i	x	-0.9	-10.8	i	-16.4	i	i	i	i	i
COc1cc2[nH]c3c(OC)ncnc3c2cc1OC	i	2.4	-1.8	19.1	i	-3.9	i	i	i	i	i
O=C(CSc1nc2ccccc2c(=O)n1-c1ccc(F)c(Cl)c1)Nc1cccc(S(=O)(=O)N2CCOCC2)c1	i	-1.1	0.7	6.8	i	-9.8	i	i	i	i	i
Cn1ncc(C#N)c1/N=C/N1CCCC1	i	-0.3	-5.2	-4.2	i	-9.5	i	i	i	i	i
Cc1ccc(S(=O)(=O)N2CC=C(C(=O)NCc3ccccc3)CC2)cc1	i	-2.5	0.1	8.3	i	-3.2	i	i	i	i	i
Cn1cnnc1Sc1ccc(C(=O)OCC(=O)Nc2ccccc2)cc1[N+](=O)[O-]	i	9.3	-0.1	7.7	i	-3.8	i	i	i	i	i
CSc1nc(O)c(N=Nc2ccc(F)cc2F)c(=O)[nH]1	i	0.6	1.4	8.1	i	-3.1	i	i	i	i	i
COc1ccccc1CN(CC(=O)NCC1CCCO1)C(=O)CNS(=O)(=O)c1ccc(C)cc1 (stereo not drawn)	i	1.5	-2.4	-0.6	i	-6.2	i	i	i	i	i
Cc1ccccc1N/N=C/c1ccc(N2CCOCC2)cc1	i	-6.5	2.1	27.7	i	-0.9	i	i	i	i	i

(next part)
SMILES	KCNK9 inh	GSK3A inh	GSK3B inh	DYRK1A inh	KCNK3 inh	hERG rescue	PolyA inhibitor	RGS4 pot	KCNQ1 pot	RGS4 inh	KCNQ1 block
O=C(N/N=C/C(Br)=C/c1ccccc1)C1CC1	i	0.1	0.7	5.8	i	-14.0	i	i	i	i	i
COc1ccc(NC(=O)COC(=O)C2CC3C=CC2C3)cc1 (stereo not drawn)	i	-1.2	-5.7	4.8	i	-12.4	i	i	i	i	i
Cc1cc(NC(=O)Cn2c(=O)c3c(ncn3CCC(C)C)n(Cc3ccccc3)c2=O)no1	i	-0.9	-1.5	-3.4	i	-18.6	i	i	i	i	i
CC(C)CCNC(=O)COC(=O)c1ccc(Br)o1	i	4.0	-0.4	-6.4	i	-4.1	i	i	i	i	i
CCN(CC(=O)N1CCCC1)S(=O)(=O)c1ccc(OC)cc1	i	-2.5	0.8	-4.1	i	-2.7	i	i	i	i	i
CC1CC(C)CN(C(=O)C(NS(=O)(=O)c2ccc3c(c2)oc(=O)n3C)C(C)C)C1 (stereo not drawn)	i	-3.2	-0.2	-6.6	i	-4.1	i	i	i	i	i
Cc1nc(SCC(=O)NCc2ccc3c(c2)OCO3)c(C#N)c2c1CCCC2	i	1.7	0.6	16.8	i	-5.4	i	i	i	i	i
O=[N+]([O-])c1ccc(F)cc1OCc1cccc(S(=O)(=O)N2CCOCC2)c1	i	-0.5	-0.1	9.6	i	-20.5	i	i	i	i	i
OC(c1cccs1)c1nccc2ccccc12 (stereo not drawn)	i	1.9	-3.4	5.9	i	-6.6	i	i	i	i	i
Nc1c(Cl)cc(-c2csc(N3CCCC3c3nc4cc(Cl)c(Cl)cc4n3CCCO)n2)cc1Cl (stereo not drawn)	i	-3.5	1.6	-3.0	i	-5.6	i	i	i	i	i
Cc1nc2ccc(NS(=O)(=O)c3ccc(F)c(C)c3)cc2[nH]1	i	-1.2	0.2	-3.5	i	-8.7	i	i	i	i	i
C#CCOCCOCCOCCNc1nc(N2CCN(C(=O)[C@H]([C@@H](C)CC)n3cc([C@@H](N)Cc4ccc(O)cc4)nn3)CC2)nc(N2CCN(C(=O)[C@H]([C@@H](C)CC)n3cc([C@@H](N)Cc4ccc(O)cc4)nn3)CC2)n1	i	-2.2	0.8	-2.0	i	-5.4	i	i	i	i	i
Cc1ccc2cc3c(N)c(C(=O)N4CC(=O)Nc5ccccc54)sc3nc2c1	i	-2.8	0.9	x	x	-2.7	i	i	i	i	i
O=c1c(Cl)c(N2CCN(c3ccccc3)CC2)cnn1C12CC3CC(CC(C3)C1)C2	i	4.5	-0.9	-2.4	i	-5.3	i	i	i	i	i
COc1cccc(CNc2ccc(S(N)(=O)=O)cc2)c1OCc1ccccc1F	i	-0.1	-9.2	-6.8	i	-10.9	x	i	i	i	i
Cc1cccc(C(=O)NC2CCN(S(=O)(=O)c3ccccc3)CC2)c1	i	-2.0	3.8	1.7	i	-19.9	i	i	i	i	i
NC(=O)c1ccc(NC(=O)CNC(c2ccccc2)c2ccccc2)cc1	i	3.8	0.8	-0.2	i	-10.4	i	i	i	i	i
CCOC(=O)CCCNC(=O)c1cncc(O)c1	i	0.0	1.9	0.5	i	-2.3	i	i	i	i	i
C/C(=N/NC(=O)c1cc(C(C)C)[nH]n1)c1cccs1	i	0.8	-2.0	-2.6	i	-10.1	i	i	i	i	i
CC(C)(C)c1nc(N2CCN(C(=O)c3ccco3)CC2)c2nnn(Cc3ccccc3)c2n1	i	-1.4	0.7	-1.2	i	-9.4	i	i	i	i	7*
CSc1nc2ccccc2n1CC(=O)Nc1ccc(C)c(C)c1	i	-0.4	1.4	-6.3	i	-12.6	x	i	i	i	i
CCOC(=O)/C=C(C)\C=C\c1c[nH]c2ccccc12	i	0.6	1.1	x	i	-14.0	i	i	i	i	i
CNC(=O)c1ccc(-n2cccn2)nc1	i	-0.3	-1.9	1.1	i	-12.5	i	i	i	i	i
CC(=O)Nc1ccc(S(=O)(=O)N(C)CC(=O)OCC(=O)NC(C)C23CC4CC(CC(C4)C2)C3)cc1 (stereo not drawn)	i	-1.0	-1.5	-5.1	i	-10.5	i	i	i	i	i
COc1ccc2c(CC(=O)NC(Cc3ccc(Cl)cc3)C(=O)O)cc(=O)oc2c1C (stereo not drawn)	i	1.0	-0.1	4.1	i	-5.7	i	i	i	i	i

Continued:
SMILES	KCNK9 inh	GSK3A inh	GSK3B inh	DYRK1A inh	KCNK3 inh	hERG rescue	PolyA inhibitor	RGS4 pot	KCNQ1 pot	RGS4 inh	KCNQ1 block
COc1ccc(CCNC(=O)CN(c2ccccc2OC)S(=O)(=O)c2ccc(C)cc2)cc1	i	0.5	1.4	7.5	i	-14.7	i	i	i	i	i
O=C(c1ccccc1)c1ccc(C(=O)N2CCN(c3ccccc3)CC2)cc1	i	4.1	-13.1	-3.4	i	-9.2	i	i	i	i	i
O=C(CN1c2cccc3cccc(c23)S1(=O)=O)Nc1ccc(S(=O)(=O)N2CCOCC2)cc1	i	-0.9	-4.6	4.2	i	-8.2	i	i	i	i	i
COc1cc(OC)c(-c2nc3c[n+](CC(=O)c4ccccc4)ccc3n2C)cc1OC	i	-5.7	-0.7	x	i	-4.7	i	i	i	i	i
CCOC(CNC(=O)c1ccc2c(c1)nc(C)n2-c1cccc(F)c1)OCC	i	0.2	-0.4	9.3	i	-16.6	i	i	i	i	i
Cc1nc2oc3ccccc3c(=O)c2c(=O)n1Cc1ccccc1	i	6.9	-5.9	8.2	i	-10.2	i	i	i	i	i
COc1ccc(Cc2nnc(SCC(=O)N(c3ccccc3)C(C)C)n(N)c2=O)cc1	i	-0.4	0.1	-3.8	i	-17.0	i	i	i	i	i
CCc1ccc(NS(=O)(=O)c2ccc3oc(=O)ccc3c2)cc1	i	-3.1	2.0	2.5	i	-11.7	i	i	i	i	i
COCCCNC(=S)N/N=C/c1cccc(OC)c1O	i	0.1	-3.0	x	i	-11.2	x	i	i	i	i

High-throughput results (PubChem BioAssay)
